EBNA-1 inhibitor: blocks EBNA-1 binding to DNA | AID 1950 | 0.34% of 300,000 active | EBNA-1 DNA binding, fluorescence polarization | inhibition, % at 14.8 µM; in the data active = inhibition above about 28%
LYPLA2 counter: LYPLA2 (human) inhibition in PME1 counter-screen. inhibition, % at 5.9 µM. recombinant LYPLA2, FP-Rh probe fluorescence polarization. O95372. AID 2177. 0.38% of 320,000 active;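 active = inhibition above the screen-wide mean plus 3 SD, limit set per campaign, cut at about 26% in these data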;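 also: 0% = LYPLA2 with DMSO and 100% = wells lacking LYPLA2 enzyme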
LYPLA1 counter: blocks human lysophospholipase 1, a PME1 counter-screen; O75608; 0.16% of 320,000 active; recombinant LYPLA1, FP-Rh probe fluorescence polarization; inhibition, % at 5.9 µM;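 active = inhibition above the mean of all tested compounds plus 3 SD, set per campaign, cut at about 14% in these data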;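 also: inhibitors block serine hydrolase probe labeling of LYPLA1 so polarization falls; 0% = enzyme with DMSO and 100% = wells lacking LYPLA1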
PAD4 inh: PAD4 (human) enzyme inhibition | inhibition, % at 6.36 µM | AID 485272 | 0.41% of 330,000 active | recombinant PAD4, RCA probe fluorescence polarization;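 active = percent inhibition above a cutoff equal to the mean of all tested compounds plus 3 SD, cut at about 15% in these data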;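 also: 0% = PAD4 with RCA probe and DMSO and 100% = probe without PAD4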
PAFAH1B3 FP inh: inhibitors of human PAFAH1B3; Q15102; recombinant PAFAH1B3, FP-rhodamine probe, fluorescence polarization; inhibition, % at 3.39 µM; 0.28% of 340,000 active;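 active = inhibition above the screen-wide average of all tested compounds plus 3 SD, cut at about 25% in these data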;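 also: 0% = enzyme with DMSO only and 100% = wells lacking PAFAH1B3 protein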
ZTA DNA inh: blocks Epstein-Barr virus ZTA, an EBNA-1 counter-screen | P03206 | ZTA-DNA binding, fluorescence polarization | inhibition, % at 11 µM | 0.15% of 320,000 active | AID 2234; in the data active = inhibition above about 33%
Target sequence (P03206 whole entry, looked up): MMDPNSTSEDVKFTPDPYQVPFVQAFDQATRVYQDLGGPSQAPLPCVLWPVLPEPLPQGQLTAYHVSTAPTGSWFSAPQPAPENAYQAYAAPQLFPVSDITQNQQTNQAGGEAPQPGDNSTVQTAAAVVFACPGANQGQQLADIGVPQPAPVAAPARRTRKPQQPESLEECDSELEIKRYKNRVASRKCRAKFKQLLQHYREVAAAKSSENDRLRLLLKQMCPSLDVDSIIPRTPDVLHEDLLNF
GSTO1 counter: blocks human GSTO1 in RBBP9 counter-screen | P78417 | recombinant GSTO1, activity-based probe fluorescence polarization | inhibition, % at 5.96 µM | 1.1% of 300,000 active;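 active = inhibition above the campaign mean inhibition plus 3 SD, cut at about 35% in these data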;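 also: 0% = GSTO1-1 with DMSO and 100% = wells lacking GSTO1-1 enzyme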
PREPL inhibitor: human PREPL enzyme inhibition. recombinant PREPL, fluorescence polarization activity-based probe. inhibition, % at 5.96 µM. Q4J6C6. 0.68% of 320,000 active; in the data active = inhibition above about 43%;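 also: 0% = enzyme with DMSO and 100% = wells lacking enzyme; many of its hits are not listed in these tables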
Target sequence (Q4J6C6 whole entry, looked up): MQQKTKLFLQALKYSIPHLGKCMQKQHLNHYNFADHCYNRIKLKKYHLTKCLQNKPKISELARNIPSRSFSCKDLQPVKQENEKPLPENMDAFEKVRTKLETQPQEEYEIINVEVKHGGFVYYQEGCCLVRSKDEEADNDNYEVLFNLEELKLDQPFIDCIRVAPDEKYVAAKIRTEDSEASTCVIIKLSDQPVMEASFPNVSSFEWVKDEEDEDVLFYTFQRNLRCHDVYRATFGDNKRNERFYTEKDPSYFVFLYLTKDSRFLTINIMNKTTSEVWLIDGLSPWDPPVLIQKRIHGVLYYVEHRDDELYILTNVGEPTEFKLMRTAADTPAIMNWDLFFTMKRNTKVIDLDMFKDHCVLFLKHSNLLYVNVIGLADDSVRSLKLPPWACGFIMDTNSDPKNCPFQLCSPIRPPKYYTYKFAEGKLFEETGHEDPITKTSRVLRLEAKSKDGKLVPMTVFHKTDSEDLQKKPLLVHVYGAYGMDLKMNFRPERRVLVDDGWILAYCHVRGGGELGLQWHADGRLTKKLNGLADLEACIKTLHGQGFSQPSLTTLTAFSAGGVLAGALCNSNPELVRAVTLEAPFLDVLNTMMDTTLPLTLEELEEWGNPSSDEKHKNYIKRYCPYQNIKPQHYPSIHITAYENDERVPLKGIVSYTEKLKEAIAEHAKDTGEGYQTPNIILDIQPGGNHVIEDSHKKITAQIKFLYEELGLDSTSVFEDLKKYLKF
PAFAH2 inh: PAFAH2 (human) inhibition | 0.99% of 340,000 active | recombinant PAFAH2, FP-rhodamine activity probe, fluorescence polarization | Q99487 | AID 492956 | inhibition, % at 3.39 µM;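 active = inhibition above the mean over all tested compounds plus 3 SD, cut at about 30% in these data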;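 also: inhibitors block probe labeling of enzyme so polarization drops; 0% = enzyme with DMSO and 100% = wells lacking PAFAH2 protein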
* = called active by the depositor; / = not tested or not shown. A portion of the library; the hit share may differ from the screen's.

canonical_smiles,EBNA-1 inhibitor,LYPLA2 counter,LYPLA1 counter,PAD4 inh,PAFAH1B3 FP inh,ZTA DNA inh,GSTO1 counter,PREPL inhibitor,PAFAH2 inh
Cc1nc2ccccn2c1C(=O)OCC#N,9,4,-2,-3,-2,14,-1,6,-3
CC(=O)NNC(=S)Nc1cc(S(=O)(=O)N(C)C)ccc1C,11,-2,-2,-3,1,8,7,-1,9
C=CCNC(=O)C1CCN(c2c([N+](=O)[O-])cc(C(F)(F)F)cc2[N+](=O)[O-])CC1,2,-1,-2,0,-7,1,-2,-3,-2
NS(=O)(=O)c1cccc(NC(=O)CSc2nnc(-c3ccccc3)o2)c1,/,/,/,3,1,/,/,15,2
O=[N+]([O-])c1c(Nc2ccccc2O)cc(N2CCOCC2)c2nonc12,-8,6,2,3,8,-18,4,32,0
O=C(Nc1cccc(Cl)c1)c1nc[nH]c1C(=O)NCCCNC(=O)c1[nH]cnc1C(=O)Nc1cccc(Cl)c1,/,/,/,4,-2,/,/,-11,-3
Cc1cccc(C(=O)N2CCN(c3ccc([N+](=O)[O-])c(NCc4ccco4)c3)CC2)c1,0,2,0,-2,-6,-5,-9,14,5
COC(=O)c1ccc(CSc2nc3cc(Cl)ccc3o2)cc1,17,9,-6,-3,7,-12,7,-8,-2
CC1CCCC(NC(=O)CCCn2c(=S)[nH]c3ccccc3c2=O)C1C (stereo not drawn),-10,-1,-4,-6,0,0,-1,13,-5
CCCNC(=O)CCn1nc(-c2ccccc2)c2ccccc2c1=O,7,-8,-3,-2,2,1,-4,0,-1
CN(C(=O)CSc1nc2ccc(Cl)cc2[nH]1)C1CCS(=O)(=O)C1 (stereo not drawn),/,/,/,-4,9,/,/,15,6
O=C(CN1C(=O)COc2ccc(S(=O)(=O)N3CCOCC3)cc21)Nc1cccc(Cl)c1,0,33*,-7,0,7,2,0,-1,14
COc1ccc2sc(N(CCCN(C)C)C(=O)c3nc4ccccc4s3)nc2c1,3,4,2,-1,3,-14,-3,12,-6
COc1cc(NC(=O)COC(=O)/C=C/c2ccc(OC)c(OC)c2)cc(OC)c1,2,-1,-4,4,4,-8,0,2,25
CC(=O)c1c(C(C)=O)c(C)n(C2CCCCC2)c1C,8,-1,-2,0,1,5,1,-14,-2
CSc1ccccc1C(=O)NC1CCSc2ccccc21 (stereo not drawn),16,6,4,-5,0,10,3,-6,6
CC1(c2ccccc2)NC(=O)N(CCOc2ccccc2)C1=O (stereo not drawn),3,-1,-2,2,2,-9,2,-20,6
CCC1(C)COC(C)(CC(=O)NNC(=O)Nc2ccccc2)OC1 (stereo not drawn),-9,3,0,-1,-3,17,4,-2,3
COCCNC(=O)c1c(NC(=O)c2nc(SC)ncc2Cl)sc2c1CCCC2,-9,-1,2,-4,-3,-12,2,24,-6
C=CCNC(=S)Nc1cccc(NC(=S)NCC=C)c1,-12,4,4,0,1,-21,2,0,2
O=C(CNC(=O)C1CCCCC1)NC1CCCCC1,-4,0,-5,-4,7,-1,2,-3,5
Cc1ccc(C2=CSC3=NS(=O)(=O)CCN23)cc1C,-5,1,-2,-4,8,11,2,-17,-4
Cc1ccc(C(CC(=O)c2ccc(Cl)cc2)C(=O)O)cc1 (stereo not drawn),13,-2,2,-2,0,18,6,-1,6
Cc1cccn2cc(CCNS(=O)(=O)c3ccc4c(c3)OCCO4)nc12,-3,4,2,0,-1,-17,-2,9,8
O=C(NC1CCCCC1)c1nc2c(nnn2Cc2ccccc2Cl)c(=O)[nH]1,-6,2,2,-3,5,-2,-15,6,22

Entries of single compounds, looked up by structure. Order of values: EBNA-1 inhibitor	LYPLA2 counter	LYPLA1 counter	PAD4 inh	PAFAH1B3 FP inh	ZTA DNA inh	GSTO1 counter	PREPL inhibitor	PAFAH2 inh
Entry for `O=C(CN1C(=O)COc2ccc(S(=O)(=O)N3CCOCC3)cc21)Nc1cccc(Cl)c1` = 0	33*	-7	0	7	2	0	-1	14
Entry for `C=CCNC(=O)C1CCN(c2c([N+](=O)[O-])cc(C(F)(F)F)cc2[N+](=O)[O-])CC1` = 2	-1	-2	0	-7	1	-2	-3	-2

Remaining list, next part:
canonical_smiles,EBNA-1 inhibitor,LYPLA2 counter,LYPLA1 counter,PAD4 inh,PAFAH1B3 FP inh,ZTA DNA inh,GSTO1 counter,PREPL inhibitor,PAFAH2 inh
O=c1cccccc1NN=C1CCCCC1,0,7,0,1,-6,-1,18,9,-5
Cc1ccc(S(=O)(=O)c2nc(-c3ccc(F)cc3)oc2N2CCOCC2)cc1,11,-1,2,-7,-4,-10,7,-11,-5
CN(C)C=NC(=O)c1cc(C(=O)c2ccccc2)c[nH]1,3,2,3,0,2,2,0,3,8
COc1ccc(-c2nnc3ccc(SCC(=O)NCc4ccco4)nn23)cc1OC,-13,6,0,-1,-2,-15,-4,7,-7
CCOc1ccc(CCNC(=O)c2cnc(C)cn2)cc1OCC,10,-6,-1,-4,11,-4,-4,-9,-4
COc1ccc(CCn2c(=N)c(S(=O)(=O)c3ccccc3)cc3c(=O)n4ccccc4nc32)cc1,-3,5,2,3,1,-15,-3,4,4
CC(=O)N=C1SC2CS(=O)(=O)CC2N1c1ccccc1Cl (stereo not drawn),10,2,-1,2,3,-8,6,1,-6
CC(C)(C)c1[nH]nc2c1C(c1cccnc1)C(C#N)=C(N)O2 (stereo not drawn),-4,-1,-2,1,7,1,-3,-1,-4
O=C(CC1C(=O)NCCN1CC1CCCCC1)NCCCN1CCOCC1 (stereo not drawn),1,1,0,3,-8,20,1,2,7
COc1ccc(CNC(=O)C2CC(c3ccccc3C(F)(F)F)=NO2)cc1 (stereo not drawn),2,4,4,4,19,-7,9,1,8
Cc1snc2sc(C(=O)c3ccc(F)cc3)c(N)c12,9,2,-1,-3,5,24,-1,11,-2
CC(C)C(=O)Nc1cccc(NC(=S)NC(=O)c2ccc3c(c2)OCO3)c1,13,4,1,-6,-3,-5,0,-5,-2
O=C(Cc1ccc(Br)cc1)NCCc1ccccc1,-4,-3,0,1,4,-1,10,-4,-5
CCOC(=O)c1ccccc1NC(=O)CSC(C)C(=O)Nc1cc(C)on1 (stereo not drawn),7,0,0,0,8,2,12,10,2
COC(=O)c1ccc(C2C(C#N)=C(C)NC3=C2C(=O)CC(C)(C)C3)cc1 (stereo not drawn),-8,1,-4,2,-2,-12,3,-3,-11
COc1ccccc1C(=O)NC(CCSC)C(=O)NCc1ccccn1 (stereo not drawn),-3,1,-1,-4,8,17,-7,-2,2
COCC1CCN(C(=O)c2ccc(OC3CCN(Cc4ccccn4)CC3)cc2)C1 (stereo not drawn),11,7,1,4,-1,14,3,-3,2
COc1ccccc1OCCOCCn1cnc2ccccc2c1=O,11,-3,1,-1,2,22,-1,1,1
CC1CCc2sc(C(=O)NNC(=S)NCC3CCCO3)cc2C1 (stereo not drawn),9,6,-2,-4,3,-4,3,5,-4
CSc1ccccc1OCc1cc(C(=O)NC(C)Cc2cccc(C)n2)no1 (stereo not drawn),-7,1,0,-2,0,4,3,2,6
O=C(COC(=O)c1ccc(Cl)nc1)NC(=O)c1ccccc1,0,3,4,-1,-2,-7,-2,11,-5
CNC(=O)CCn1nc(-c2ccc(C)cc2)c2ccccc2c1=O,0,-1,1,-7,4,-14,0,2,1
O=C(c1ccccc1)N1CCN(C(=O)N2CCOCC2)CC1,-14,-1,-3,-1,-2,-5,2,-7,-6
O=C1C(=O)N(CCCN2CCOCC2)C(c2ccc([N+](=O)[O-])cc2)/C1=C(/O)c1ccc2c(c1)OCO2 (stereo not drawn),4,5,3,-3,3,-14,-13,-1,-2
Cc1ccc(Cl)cc1N(CC(=O)N1CCCCCC1)S(C)(=O)=O,5,-2,-2,0,4,-8,3,4,3
C/C(=N/NC(=O)Cc1c(C)[nH][nH]c1=O)c1ccc(O)cc1,0,-3,2,-5,4,0,6,-7,-3
COc1ccc(CNC(=O)C(NC(C)=O)C(=O)Nc2ccc(C(C)C)cc2)cc1 (stereo not drawn),3,2,4,-1,-5,7,8,3,-6
Cc1cc2nc3c(nc2cc1C)C(O)=C3O,-3,2,-3,-2,11,2,10,9,-1
COc1ccc2nc(/C=N/NC(=O)CCCCCNC(=O)OC(C)(C)C)ccc2c1,-6,-1,-5,0,4,-10,-1,17,-5
COc1cc(Cl)cc2c1Sc1ccccc1/C2=C/CCN(C)C,-5,6,1,-2,3,-7,-1,-36,-2
CCCCS(=O)(=O)N1CCC(C(=O)Oc2ccc(Cl)cc2)CC1,-5,1,-2,0,5,-9,7,7,1
CN1CCN(c2nc3c(c(=O)[nH]c(=O)n3C)n2CCCSc2nnnn2-c2ccccc2)CC1,14,-2,2,4,7,3,0,21,2
Nc1nc(SCC(=O)NC2CCCc3ccccc32)n[nH]1 (stereo not drawn),4,-5,-5,1,4,12,-5,-8,-5
C/C(=N\Nc1ccc2nncn2n1)c1ccco1,7,5,0,-1,-8,-12,-9,1,-3
COC(=O)Cn1cccc1C(=O)c1ccccc1,-1,5,1,-3,-2,6,2,10,-2
Cc1cc(C(=O)COC(=O)C2=NNC(=O)CC2)c(C)n1-c1cccc(C(F)(F)F)c1,1,6,-1,-1,0,-2,9,-2,-9
Cc1cc(Br)ccc1NCc1ccccn1,2,5,2,0,4,12,-1,2,4
COc1ccc(OC)c(S(=O)(=O)NCc2nc3nc(C)cc(C)n3n2)c1,-1,2,-3,-5,7,0,2,-4,-2
O=C1CC(C(=O)NCCc2ccccc2)SC(=Nc2ccccc2)N1 (stereo not drawn),1,-5,-1,3,/,9,-2,-13,/
CCO[C@H]1OC(C(=O)NCc2ccccc2)=C[C@@H](c2cn(C(C)=O)c3ccccc23)[C@@H]1CCCO,16,0,2,0,5,-16,0,-19,3
O=[N+]([O-])c1nn(-c2ccccc2)n(O)c1=NCCc1ccccc1,7,-4,-2,4,5,-1,-4,7,3
CC1=CC(c2ccc(Cl)cc2)n2ncnc2N1 (stereo not drawn),4,8,-1,-1,4,-9,6,-46,2
O=C1c2ccccc2C(=O)N1CCc1nc(-c2ccc(Cl)cc2)no1,-1,13,1,-2,0,-17,2,-3,9
COc1ccc(C(=O)N[C@H]2CCCCNC2=O)cc1OC1CCN(C(C)C)CC1,-14,1,3,-3,1,-27,0,0,3
Cc1cc[n+](-c2[nH]c(=O)sc2/C=N/NC(=O)c2ccccc2[O-])cc1C,-3,1,-3,-1,5,4,14,6,4
CCN(CC)S(=O)(=O)c1ccc(NC(=O)c2c(-c3ccccc3)noc2C)cc1,3,-8,-5,-1,6,22,29,1,-1
Cc1ccc(C)c(C(=O)CCC(=O)N2CCN(c3ncccn3)CC2)c1,9,-7,0,-3,0,5,3,-12,3
CCOC(=O)C1(Cc2cccc(OC)c2)CCN(Cc2ccccc2OC)CC1,-17,-12,-1,2,9,2,0,-4,-7
CCOC(=O)NC(=O)CSc1nc2ccc([N+](=O)[O-])cc2[nH]1,2,2,0,7,-2,-20,15,15,-2
O=C(O)COc1ccc(/C=N/NC(=O)C2CCCN2S(=O)(=O)c2ccc(Cl)cc2)cc1 (stereo not drawn),1,-8,-2,-3,-1,10,6,17,2

Other results follow.
canonical_smiles,EBNA-1 inhibitor,LYPLA2 counter,LYPLA1 counter,PAD4 inh,PAFAH1B3 FP inh,ZTA DNA inh,GSTO1 counter,PREPL inhibitor,PAFAH2 inh
COc1ccc(C(=O)COc2ccc3ccc(=O)oc3c2)c(OC)c1,14,0,-1,1,7,-9,0,-8,5
CCn1c(COC(=O)CNC(=O)c2ccccc2)nc2cc(S(=O)(=O)N(C)C)ccc21,3,1,-3,3,3,1,11,20,2
COc1cc(/C=N/NC(=O)c2ccoc2C)ccc1O,-7,-2,-1,0,3,-10,2,-3,-2
COc1ccccc1OCC(=O)NC1CC(C)(C)NC(C)(C)C1,-3,7,4,-3,3,-4,6,5,12
